Bioassay records (PubChem BioAssay)
CHT inh = inhibitors of human choline transporter CHT | Q9GZV3 | B-score at 10 µM | CHT-expressing cells, membrane potential dye, choline response; hits give low values | hit rate 0.86% among 310,000 | AID 488975;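 active means B-score over 3 SD under the library average, and starting fluorescence ratio not unusually high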;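 further: choline stimulus applied at its EC90 after an EC20 pre-addition; B-score computed on integrated fluorescence ratio after choline addition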
Target sequence (Q9GZV3 whole entry, looked up): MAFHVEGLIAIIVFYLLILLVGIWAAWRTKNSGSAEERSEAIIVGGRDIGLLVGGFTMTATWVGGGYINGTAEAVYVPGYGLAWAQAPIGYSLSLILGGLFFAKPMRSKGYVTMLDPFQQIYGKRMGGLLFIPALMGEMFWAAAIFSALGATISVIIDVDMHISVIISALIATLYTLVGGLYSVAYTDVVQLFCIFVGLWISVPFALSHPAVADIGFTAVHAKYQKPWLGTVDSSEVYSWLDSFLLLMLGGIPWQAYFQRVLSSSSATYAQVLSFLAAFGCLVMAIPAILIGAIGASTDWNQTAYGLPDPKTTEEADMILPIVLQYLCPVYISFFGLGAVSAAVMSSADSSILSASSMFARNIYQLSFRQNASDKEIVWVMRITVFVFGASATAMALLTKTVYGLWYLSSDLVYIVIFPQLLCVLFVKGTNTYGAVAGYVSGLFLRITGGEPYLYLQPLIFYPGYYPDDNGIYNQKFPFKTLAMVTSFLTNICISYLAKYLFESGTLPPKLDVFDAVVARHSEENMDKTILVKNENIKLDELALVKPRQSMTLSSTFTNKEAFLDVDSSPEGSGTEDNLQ
CHT PAM = human CHT allosteric activation. Q9GZV3. CHT-expressing cells, membrane potential dye, choline EC20; hits give high values; LV-AA mutant CHT in HEK293 cells. B-score at 10 µM. hit rate 0.49% among 310,000. AID 488977;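 active means initial fluorescence not abnormally high and integrated response B-score, plate-corrected, over 3 SD above library mean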
* hit, by the source's call; i = inactive.

SMILES	CHT inh	CHT PAM
Cc1nc2sc(C(c3cccs3)N3CCN(C(=O)c4ccco4)CC3)c(O)n2n1 (centres undefined)	i	i
CN(C)c1cccc(C(=O)NCCCn2ccc3ccccc32)c1	i	i
COc1ccc(OC(C)C(=O)NC2CC(C)(C)NC(C)(C)C2)cc1 (centres undefined)	i	i
CCOC(=O)c1ccc(NC(=O)c2cc(=O)[nH]c3ccccc23)cc1	i	i
COc1ccccc1NC(=O)CSc1nnc(CC(=O)Nc2cccc(C(F)(F)F)c2)n1C	i	i
Cc1c(Cl)cccc1N=Cc1ccc([N+](=O)[O-])s1	i	i
CSc1ccc(/C=N/NC(=O)C[n+]2ccccc2)cc1	i	i
CCN(C(=O)CN1CCOCC1)c1c(N)n(Cc2ccccc2)c(=O)[nH]c1=O	i	i
CN(C)S(=O)(=O)c1cccc(NC(=S)NC2CCCCC2)c1	i	i
C=CCN(c1ccccc1)S(=O)(=O)c1cccc(C(=O)NCC(c2cccs2)N2CCOCC2)c1 (centres undefined)	i	i
COc1cc(CNCCN(C)C)c(Br)cc1OCC(=O)NCc1ccccc1	i	i
CC(C(=O)N1CCOCCOCCOCCOCCOCC1)N1C(=O)c2ccccc2C1=O (centres undefined)	i	i
O=C(Cc1ccc([N+](=O)[O-])cc1)c1ccc(O)cc1O	i	i
COc1ccc(CCC(=O)OCc2csc(CC(=O)Nc3ccccc3C)n2)cc1	i	i
CC[N+](C)(CC)CC(O)COCC1COc2ccccc2O1 (centres undefined)	i	i
Cn1c(SCC(=O)Nc2ccc3cn[nH]c3c2)nnc1-c1cccs1	i	i
CCN(CC)S(=O)(=O)c1ccc2c(c1)N(CC(=O)N1CCC(C(N)=O)CC1)C(=O)CO2	i	i
O=C(COC(=O)c1cccc(S(=O)(=O)N2CCOCC2)c1)Nc1ncc(C(F)(F)F)cc1Cl	i	i
Cc1csc(=Nc2ccc(S(=O)(=O)N3CCOCC3)cc2)n1Cc1ccco1	i	i
Cc1c(NC(=O)c2ccccc2)cccc1[N+](=O)[O-]	i	i
CCN(CC)c1ncnc2sc(C(=O)N3CCN(c4ccccc4)CC3)c(C)c12	i	i
CCOc1cc(C2C(C#N)=C(N)Oc3n[nH]c(C)c32)ccc1OCCN1CCOCC1 (centres undefined)	i	i
CC(Sc1nnc(-c2ccc(Cl)cc2)n1N)C(=O)NCC1CCCO1 (centres undefined)	i	i
Cc1cc(NC(=O)CSc2nnc(-c3c[nH]c4ccccc34)n2-c2ccc(Cl)cc2)no1	i	i
CC(C)(C)n1nnnc1C(c1cccc(C#N)c1)N1CCC(Cc2ccccc2)CC1 (centres undefined)	i	i
CCCCCC(=O)N1CCN(S(=O)(=O)c2ccc3c(c2)OCCO3)CC1	i	i
CCn1c(CNC(=O)c2ccccc2F)nnc1SCC(=O)NC1CCCCC1	i	i
COc1ccc(NC(=S)NNC(=O)OC(C)(C)C)cc1OC	i	i
CCOc1ccc(N(CC(=O)NCCOc2ccccc2OC)S(=O)(=O)c2ccccc2)cc1	i	i
COc1ccc(CCNC(=O)CSc2nc(N)cc(=O)[nH]2)cc1OC	i	i
O=C1NC2(CCc3ccccc3C2)C(=O)N1CCOc1cccc(Cl)c1 (centres undefined)	i	i
Cc1ccc(CCN2CC(C(=O)O)CC2=O)cc1 (centres undefined)	i	i
CCC(SCC(=O)OC)C(=O)Nc1nnc(C(C)C)s1 (centres undefined)	i	i
CCN(CC)c1ccc(NC(=O)C2CC(=O)N(Cc3ccccc3)C2)cc1 (centres undefined)	i	i
CCC(=O)/C(=C(/O)c1ccccc1)c1nc2ccccc2[nH]1	i	i
COc1cc(/C=C(/NC(=O)c2ccccc2)C(=O)N2CCOCC2)c([N+](=O)[O-])cc1OC	i	i
Cn1cccc1CC(=O)N/N=C/C(Cl)=C/c1ccccc1	i	i
CCC(C(=O)Nc1ccc([N+](=O)[O-])cn1)c1ccccc1 (centres undefined)	i	i
CC(C)(CO)NCC#Cc1ccccc1	i	i
Cc1cc(C)nc(NN=C2CCCC2)n1	i	i
CCC(=O)Nc1ccc(C(=O)c2ccccc2)cc1	i	i
CC(C)CCC(=O)N1CCOC1=O	i	i
Cc1ccccc1N1CCN(S(=O)(=O)c2ccc3ccccc3c2)CC1	i	i
O=C(COC(=O)c1n[nH]c2ccccc12)NC(=O)NC1CCCC1	i	i
COc1ccc(C2=NCCn3cccc32)c(OC)c1	i	i
Cc1ccc(O)c(CP(=O)(c2ccccc2)c2ccccc2)c1	i	i
CN1CCN(CCOC2Cc3ccccc3Sc3ccc(Cl)cc32)CC1 (centres undefined)	i	i
CCN(CC(=O)NCc1ccc(Cl)cc1)C(=O)CSCC(=O)Nc1cccc(C)c1	i	i
COc1ccc(-c2cc(C)no2)cc1S(=O)(=O)NCC1CCN(Cc2cc(C)ccc2C)CC1	i	i
CCN=C1S/C(=C\c2cc(Br)ccc2OCC(=O)OCC)C(=O)N1CC	i	i
COc1ccccc1-n1cnnc1SC(C)C(=O)Nc1ccc(NC(C)=O)cc1 (centres undefined)	i	i
O=C(/C=C/c1ccccc1)Nc1cccnc1Oc1ccccc1F	i	i
Cc1cc2[nH]c(=O)c(=O)[nH]c2cc1S(=O)(=O)NCc1ccc(Cl)cc1	i	i
CN(C)CCCN(C(=O)c1ccc(S(=O)(=O)N2CCCCCC2)cc1)c1nc2cc3c(cc2s1)OCCO3	i	i
COc1ccccc1NC(=O)CN(Cc1ccco1)C(=O)c1cncc(Br)c1	i	i
O=[N+]([O-])c1cccc(/C(=N/N=C/c2ccccc2Br)C23CN4CN(CN(C4)C2)C3)c1	i	i
Nc1nnc(CC(=O)N/N=C/c2ccccc2OCc2ccc(F)cc2)s1	i	i
Cc1cccc2sc(NC(=O)Cn3cccc3)nc12	i	i
CCOc1ccc2nc(NS(C)(=O)=O)sc2c1	i	i
C=CCNc1ncnc2c1[nH]c1ccc(C)cc12	i	i

More results follow:
SMILES	CHT inh	CHT PAM
O=C(C1CCCN(C2CC(=O)N(c3ccc(Cl)cc3)C2=O)C1)N1CCCC1 (centres undefined)	i	i
CC1=CCC2C(=O)N(c3nc(C)cc(C)n3)C(=O)C2C1 (centres undefined)	i	i
O=C(NCc1ccco1)/C(=C\c1ccco1)NC(=O)c1ccc(Br)o1	i	i
CCC(=O)N1CCN(c2nnc(-c3ccccc3)c3ccccc23)CC1	i	i
COc1ccc(CCn2c(=O)[nH]c3cc(C(=O)NCCCN4CCOCC4)ccc3c2=O)cc1OC	i	i
CC(C)NC(=O)Nc1n[nH]c(Nc2ccc(Cl)cc2)n1	i	i
CC(C)(C)OC(=O)NCCCCc1cn(CC(=O)N2CCN(C(=O)OC(C)(C)C)CC2)nn1	i	i
O=C(Cc1cccc2ccccc12)Nc1cccnc1	i	i
O=C(NCc1ccc(F)cc1)C(=O)NCC1OCCCN1S(=O)(=O)c1cccs1 (centres undefined)	i	i
COc1ccccc1NC(=O)c1csc2c1CCC(C)C2 (centres undefined)	i	i
O=C(CSc1nc2ncccc2[nH]1)NCc1ccccc1	i	i
Cc1ccc2[nH]c(-c3ccccc3)c(CN3CCN(C)CC3)c(=O)c2c1	i	i
CSC[C@H](NC(=O)Cc1c(C)c2cc3c(C)c(C)oc3cc2oc1=O)C(=O)N[C@@H](Cc1ccccc1)C(=O)O	i	i
O=C(CCS(=O)(=O)c1ccc(Cl)cc1)Nc1nnc(-c2cccs2)o1	i	i
CN(C)c1ccc(O)c2c1CC1CC3[C@@H](N(C)C)C(=O)C(C(N)=O)=C(O)[C@]3(O)C(=O)C1=C2O (some centres undefined)	i	i
COc1cc(/C=N/Nc2ccc(F)cc2F)cc(OC)c1OC	i	i
CSc1c(-c2ccccc2)nc2ccc(Cl)cc2c1C(=O)O	i	i
Cc1c(NC(=O)COC(=O)C2(c3ccc(F)cc3)CCCC2)c(=O)n(-c2ccccc2)n1C	i	i
CC(=O)c1cccc(N(C(=O)Cn2nnc3ccccc32)C(C(=O)NC2CCCCC2)c2cn(C)nc2C)c1 (centres undefined)	i	i
COC(=O)c1cccc(-c2ccc(/C=N/N3C(=O)C4C5C=CC(C6CC56)C4C3=O)o2)c1 (centres undefined)	i	i
Cc1ccc(-c2csc(N/N=C/c3ccco3)n2)cc1	i	i
O=c1c2ccccc2nnn1CSc1nc2ccccc2[nH]1	i	i
CCOC(=O)c1cc(NC(=O)N(C)C2CCCCC2)c(C)nc1C	i	i
COc1ccc(CC(CC(=O)O)C(=O)Nc2ccccc2)cc1 (centres undefined)	i	i
Cc1nn2c3ccccc3n(CC(=O)c3cccs3)c2nc1=O	i	i
O=C(Nc1ccc(F)c(Cl)c1)C1CC(=O)n2c(nc3ccccc32)N1 (centres undefined)	i	i
COc1ccc2c(c1)c1nnc(SCC(=O)Nc3ccccc3F)nc1n2C	i	i
NC(=O)c1cc(-c2csc(NCCc3ccccc3)n2)ccc1O	i	i
Cc1ccc(OCC(=O)Oc2ccc(C(C)C)cc2)cc1	i	i
COCCCn1c(SCC(=O)Nc2sc3c(c2C#N)CCCC3)nnc1-c1ccncc1	-5.45*	i
COc1ccccc1Cn1c(C)nc2ccccc21	i	i
COC(=O)c1cccc(NC(=O)c2ccc3c(c2)C(=O)N(C(C)(C)C)C3=O)c1	i	i
COC(=O)N1CCN(c2ccc(OC)cc2)CC1	i	i
Cc1nnc2n(C)c(=O)c3c4c(sc3n12)COC(C)(C)C4	i	6.46*
Cc1cccc(Cn2c(C)nc3c(N)c(C)c(C)cc32)c1	i	i
Cc1cc2c(c(=O)n1Cc1ccco1)C(c1ccccc1)C(C#N)=C(N)O2 (centres undefined)	i	i
COc1ccc(CCNC(=O)CN(c2cc(OC)ccc2OC)S(=O)(=O)c2ccccc2)cc1	i	i
Cc1nn(C(C)C)c(C)c1[C@@H]1C[C@H]2CN(Cc3cccc(Cl)c3)C(=O)[C@]23CCCN13	i	i
OC1(c2ccccn2)COc2ccccc2O1 (centres undefined)	i	i
COc1cccc(C(=O)NC2CC3CCCC(C2)N3CC(=O)Nc2ccccc2)c1 (centres undefined)	i	i
Cc1ccc(NCC(=O)N/N=C/c2ccncc2)cc1	i	i
O=C(COC(=O)CSc1ccc2ccccc2c1)Nc1ccccc1OC(F)F	i	i
CC(C)C(=O)N1CCN(c2ccccc2NC(=O)c2ccco2)CC1	i	i
CS(=O)(=O)N1CCCC(C(=O)Nc2ccc3c(c2)OCCO3)C1 (centres undefined)	i	i
O=C(COC(=O)c1cccnc1Cl)NCC1CCCO1 (centres undefined)	i	i
Nc1nc(-c2cccnc2)nn1C(=O)COc1ccccc1	i	i
COc1cc(S(=O)(=O)NC2CCCC2)c(OC)cc1Cl	i	i
Cc1cccn2c(CN(C)CC3Cc4ccccc4O3)c(C(=O)N3CCCCC3)nc12 (centres undefined)	i	i
Cc1cc2c(SCC(=O)N3CCN(c4ccccc4)CC3)ncnc2s1	i	i
Cc1cc2cc(C(c3nnnn3C(C)(C)C)N(Cc3ccco3)CC3CCCO3)c(=O)[nH]c2cc1C (centres undefined)	i	i
Cc1ccc(C)c(SCC(=O)OCC(=O)NCCNC(=O)COC(=O)CSc2cc(C)ccc2C)c1	i	i
COC(C(=O)Nc1ccnn1C1CCN(Cc2ccc(CO)o2)CC1)c1ccccc1 (centres undefined)	i	i
CCOC(=O)C(=CNc1ccccc1N1CCOCC1)C(=O)OCC	i	i
O=C(NCc1ccccc1)C1CCCN(S(=O)(=O)c2cccc3nsnc23)C1 (centres undefined)	i	i
Cc1cccc(C)c1C(OCCN(C)C)C1CCCCC1 (centres undefined)	i	i
COc1ccc(OC)c(NC(=S)NN2CCN(C)CC2)c1	i	i
Cc1cc2c(c(=O)n1C)C(C(C)C)C(C#N)=C(N)O2 (centres undefined)	i	i
Cc1nc2cc(NC(=O)Nc3nccs3)ccc2n1C	i	i
O=C(NCCc1c[nH]c2ccc(Cl)cc12)c1cccnc1	i	i
COc1ccc(-c2csc(N(CCCN(C)C)C(=O)c3ccc(C)cc3)n2)cc1	i	i
CN(C)CCN1CCc2ccccc21	i	i
COc1cc(C)ccc1S(=O)(=O)N1CCCCCC1	i	i
CCOc1ccc(N(CC(=O)NCCc2ccc(Cl)cc2)S(=O)(=O)c2c(C)[nH]c(=O)[nH]c2=O)cc1	i	i

Reprinted from the entries so far for reference:
SMILES	CHT inh	CHT PAM
O=C(COC(=O)c1cccnc1Cl)NCC1CCCO1 (centres undefined)	i	i
Nc1nc(-c2cccnc2)nn1C(=O)COc1ccccc1	i	i
COc1cc(S(=O)(=O)NC2CCCC2)c(OC)cc1Cl	i	i
Cc1cccn2c(CN(C)CC3Cc4ccccc4O3)c(C(=O)N3CCCCC3)nc12 (centres undefined)	i	i
Cc1cc2c(SCC(=O)N3CCN(c4ccccc4)CC3)ncnc2s1	i	i
Cc1cc2cc(C(c3nnnn3C(C)(C)C)N(Cc3ccco3)CC3CCCO3)c(=O)[nH]c2cc1C (centres undefined)	i	i
Cc1ccc(C)c(SCC(=O)OCC(=O)NCCNC(=O)COC(=O)CSc2cc(C)ccc2C)c1	i	i
COC(C(=O)Nc1ccnn1C1CCN(Cc2ccc(CO)o2)CC1)c1ccccc1 (centres undefined)	i	i
CCOC(=O)C(=CNc1ccccc1N1CCOCC1)C(=O)OCC	i	i
O=C(NCc1ccccc1)C1CCCN(S(=O)(=O)c2cccc3nsnc23)C1 (centres undefined)	i	i
Cc1cccc(C)c1C(OCCN(C)C)C1CCCCC1 (centres undefined)	i	i
COc1ccc(OC)c(NC(=S)NN2CCN(C)CC2)c1	i	i
Cc1cc2c(c(=O)n1C)C(C(C)C)C(C#N)=C(N)O2 (centres undefined)	i	i
Cc1nc2cc(NC(=O)Nc3nccs3)ccc2n1C	i	i
O=C(NCCc1c[nH]c2ccc(Cl)cc12)c1cccnc1	i	i
COc1ccc(-c2csc(N(CCCN(C)C)C(=O)c3ccc(C)cc3)n2)cc1	i	i
CN(C)CCN1CCc2ccccc21	i	i
COc1cc(C)ccc1S(=O)(=O)N1CCCCCC1	i	i
CCOc1ccc(N(CC(=O)NCCc2ccc(Cl)cc2)S(=O)(=O)c2c(C)[nH]c(=O)[nH]c2=O)cc1	i	i

Looked up one by one from above (2):
SMILES	CHT inh	CHT PAM
Nc1nc(-c2cccnc2)nn1C(=O)COc1ccccc1	i	i
COc1ccc(-c2csc(N(CCCN(C)C)C(=O)c3ccc(C)cc3)n2)cc1	i	i
